# PrPC TRFRET – reduces human prion protein on the cell surface; cell surface PrPC, TR-FRET read-out; actives 0.43% (n = 370,000); inhibition, % at 13.8 µM; in the data active = inhibition above about 24%; also: 0% = median of the test wells and 100% = reference compound wells
# Rv3671c protease – inhibits the M. tuberculosis serine protease Rv3671c; P9WHR9; inhibition, % at 5.96 µM; actives 0.048% (n = 320,000); AID 2606; in the data active = inhibition above about 38%;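 also: extracellular domain of Rv3671c used as enzyme; 0% = enzyme with DMSO and 100% = no enzyme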
# Target sequence (P9WHR9 whole entry, looked up, the tested form may be a part): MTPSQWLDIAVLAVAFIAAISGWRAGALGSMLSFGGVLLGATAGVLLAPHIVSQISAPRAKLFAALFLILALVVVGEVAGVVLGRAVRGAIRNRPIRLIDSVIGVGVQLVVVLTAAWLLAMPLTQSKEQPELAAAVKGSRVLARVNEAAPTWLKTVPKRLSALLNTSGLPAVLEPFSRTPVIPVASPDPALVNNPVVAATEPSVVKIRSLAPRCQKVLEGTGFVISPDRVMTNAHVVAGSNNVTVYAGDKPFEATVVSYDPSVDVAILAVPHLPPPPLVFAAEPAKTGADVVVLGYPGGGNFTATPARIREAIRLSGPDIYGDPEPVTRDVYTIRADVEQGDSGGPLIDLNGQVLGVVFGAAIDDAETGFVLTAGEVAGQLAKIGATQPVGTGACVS
# UGM FP inh – inhibitors of M. tuberculosis UDP-galactopyranose mutase; P9WIQ1; purified UGM, fluorescence polarization probe displacement; inhibition, % at 10 µM; actives 0.06% (n = 320,000); in the data active = inhibition above about 10%, passing the limit was not always enough; inconclusive = no clear call, values can overlap the other calls
# Target sequence (P9WIQ1 whole entry, looked up): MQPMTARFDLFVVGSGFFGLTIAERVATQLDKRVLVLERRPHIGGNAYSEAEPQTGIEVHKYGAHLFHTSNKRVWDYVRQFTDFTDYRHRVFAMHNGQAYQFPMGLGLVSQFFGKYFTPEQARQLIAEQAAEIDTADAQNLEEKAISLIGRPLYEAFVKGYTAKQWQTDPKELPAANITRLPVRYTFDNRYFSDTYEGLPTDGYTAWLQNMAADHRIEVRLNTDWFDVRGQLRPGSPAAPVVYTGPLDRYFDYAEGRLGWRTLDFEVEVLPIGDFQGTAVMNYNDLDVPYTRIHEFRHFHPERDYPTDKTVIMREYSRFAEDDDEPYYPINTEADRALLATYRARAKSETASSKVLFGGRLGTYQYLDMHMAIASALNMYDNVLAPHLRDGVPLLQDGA
# FadD28 FP inh – blocks FadD28 binding to the bisubstrate probe; fluorescence polarization; inhibition, % at 12.5 µM; actives 0.22% (n = 360,000); AID 588549; in the data active = inhibition above about 8.5%, passing the limit was not always enough; inconclusive = no clear call, values can overlap the other calls
# MazEF act – increases E. coli MazEF RNase cleavage of RNA | activation, % at 20 µM | actives 0.32% (n = 350,000) | FAM/BHQ RNA-DNA oligo cleavage fluorescence, 5 h | AID 504720; in the data active = activation above about 50%
# Target sequence (P0AE70 whole entry, looked up): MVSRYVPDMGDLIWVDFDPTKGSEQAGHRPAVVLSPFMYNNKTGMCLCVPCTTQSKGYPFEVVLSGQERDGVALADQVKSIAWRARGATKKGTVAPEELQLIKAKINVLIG
# BoNT-F LC inh – BoNT F light chain protease inhibition | Multiplex microsphere protease cleavage assay, flow cytometry | inhibition, % at 10 µM | actives 0.22% (n = 360,000) | AID 588497; in the data active = inhibition above about 35%, passing the limit was not always enough; inconclusive = no clear call, values can overlap the other calls; also: plate controls were buffer without enzyme for full effect and enzyme alone for no effect
# GDH-TPI counter – counter-screen for M. tuberculosis FBA inhibitors: GDH-TPI coupled enzymes. GDH-TPI coupled enzyme counterscreen, NADH absorbance. actives 1.2% (n = 360,000). inhibition, % at 4.8 µM. AID 588335; in the data active = inhibition above about 30%;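 also: 0% = DMSO wells and 100% = wells lacking the enzyme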
# Mtb FBA inh – Mtb fructose-bisphosphate aldolase inhibition; purified M. tuberculosis FBA, fluorescence read-out; inhibition, % at 1 µM; actives 2.3% (n = 360,000); AID 588726; in the data active = inhibition above about 27%;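 also: 0% = vehicle and 100% = reference inhibitor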
# Mtb BioA inh – blocks M. tuberculosis BioA enzyme activity; purified M. tuberculosis BioA enzyme, plate reader; actives 0.096% (n = 360,000); inhibition, % at 9.99 µM; in the data active = inhibition above about 40%; inconclusive = no clear call, values can overlap the other calls
# Starred values were filed as active, the others as inactive; ? = inconclusive; . = not tested or not shown.
SMILES,PrPC TRFRET,Rv3671c protease,UGM FP inh,FadD28 FP inh,MazEF act,BoNT-F LC inh,GDH-TPI counter,Mtb FBA inh,Mtb BioA inh
CO/N=C(\C(=O)O)c1csc(NN=C(C)C)n1,6,3,1.6,-2.4,14,0,17,-2,.
Cc1ccc(Cn2c(CN3CCOCC3)nc3c2c(=O)n(C)c(=O)n3C)cc1,9,-17,2.6,-0.1,-8,3,-5,2,-0.6
Cc1ccc(C(=O)Nc2ccccc2C(=O)N2CCCCC2C)cc1 (stereo not given),0,-7,1.4,0.1,6,-3,6,3,-3.1
C=CCn1c(SCc2nc3ccccc3c(=O)[nH]2)nnc1-c1cc2cc(Cl)ccc2o1,-3,3,-0.9,0.4,13,-5,8,6,.
CC(C)N(C(=O)COC(=O)c1cccnc1Cl)c1ccccc1,-13,-1,-0.5,-0.6,2,-10,5,-1,2.6
Cc1cccc(Cc2nnc(CCC(=O)N(C)CCc3ccccc3)o2)c1,6,4,-0.8,-0.9,1,?,-10,-6,-0.4
CN(CC(=O)Nc1cccc(F)c1)C(=O)COc1ccc2c(c1)CCC2,4,2,-1.6,-1.9,4,1,1,-1,-0.2
CCCCn1c(N)c(N(CCOC)C(=O)CSCC(=O)Nc2cccc(C)c2)c(=O)[nH]c1=O,-2,0,-1.2,0.0,-7,-145,-9,-2,-0.4
COc1cc(OC)cc(C(=O)N[C@H](C(=O)OCC(=O)Nc2ccc(OC)c(OC)c2)C(C)C)c1,9,7,0.1,-5.1,3,-9,-8,-4,.
CC(C)(C)OC(=O)NCCC(=O)N/N=C/c1cccc2nccnc12,-5,-2,0.3,1.4,-5,?,2,1,0.6
CC(C)c1ccc(NC(=O)CN(Cc2ccccc2)S(C)(=O)=O)cc1,6,5,2.7,-2.3,-14,-7,5,5,2.1
CCCN1CCN(S(=O)(=O)c2ccc3c(c2)CC(C)N3C(=O)C2CC2)CC1 (stereo not given),-11,7,1.2,-1.4,5,3,-4,0,1.2
Cc1cc2nc(CCN(Cc3cccnc3)C(=S)Nc3ccc(F)cc3)[nH]c2cc1C,10,-4,1.5,-3.5,4,-14,-1,-2,1.3
O=C(COc1ccc(Cl)cc1Cl)NCCCn1ccnc1,2,-12,0.7,-3.9,-1,-10,12,-2,0.0
Cc1ccc(S(=O)(=O)N2CCOCC2)cc1NC(=O)COC(=O)c1cc(=O)c2ccccc2o1,0,4,-0.3,1.5,6,-4,6,0,2.6
CCn1c(COc2ccc(=O)n(-c3ccccc3)n2)nnc1SCc1ccc(OC)cc1,-4,-6,0.4,-1.2,5,-2,4,3,8.3
CCOC(=O)CNC(=O)N(C)[C@H]1C[C@H]2c3[nH]c4ccccc4c3CCN2C[C@H]1[C@H](C)O,-11,.,.,-2.3,.,12,.,-1,-6.3
COc1c2occc2c(OC(C)=O)c2c(=O)cc(C)oc12,2,-6,-0.8,-2.5,-9,-15,7,-2,-1.0
Cc1ccc(CCNC(=O)CC2Oc3ccc(C)cc3NC2=O)cc1 (stereo not given),0,8,-0.4,-2.1,12,-2,11,3,-1.5
CN(C)c1ccc(CN(C(=O)/C=C/c2ccccc2Cl)C2CCS(=O)(=O)C2)cc1 (stereo not given),-5,7,-2.2,-3.1,9,?,10,0,-0.7
COc1ccc(NC(=S)NCC(c2ccco2)N2CCCC2)cc1 (stereo not given),0,1,-0.8,-3.0,7,-4,-9,1,.
COc1cc(OC)cc(C(=O)Nc2ccccc2N2CCOCC2)c1,-6,2,-1.3,0.5,2,-8,7,3,-0.1
CC(C)(C)c1ccc(CC(=O)N2CCC2(C)C(=O)Nc2ccc3[nH]ncc3c2)cc1 (stereo not given),1,.,.,-2.6,.,-6,4,0,1.2
COc1ccccc1OCc1ccc(C(=O)N(C)c2ccccc2)o1,-3,.,0.2,-0.2,0,-6,7,0,2.6
O=C(N[C@@H]1C/C=C\C[C@@H](CC(=O)N(CCO)Cc2ccccc2)C(=O)N[C@@H](c2ccccc2)COC1=O)OCC1c2ccccc2-c2ccccc21,7,-1,4.3,-3.6,-2,-12,-3,-1,-0.8

# Whole records, quoted from the list.
# C=CCn1c(SCc2nc3ccccc3c(=O)[nH]2)nnc1-c1cc2cc(Cl)ccc2o1 as listed: PrPC TRFRET = -3; Rv3671c protease = 3; UGM FP inh = -0.9; FadD28 FP inh = 0.4; MazEF act = 13; BoNT-F LC inh = -5; GDH-TPI counter = 8; Mtb FBA inh = 6; Mtb BioA inh = .
# COc1ccccc1OCc1ccc(C(=O)N(C)c2ccccc2)o1 as listed: PrPC TRFRET = -3; Rv3671c protease = .; UGM FP inh = 0.2; FadD28 FP inh = -0.2; MazEF act = 0; BoNT-F LC inh = -6; GDH-TPI counter = 7; Mtb FBA inh = 0; Mtb BioA inh = 2.6

# More records follow.
SMILES,PrPC TRFRET,Rv3671c protease,UGM FP inh,FadD28 FP inh,MazEF act,BoNT-F LC inh,GDH-TPI counter,Mtb FBA inh,Mtb BioA inh
CCSc1nnc(NC(=O)c2ccc(F)c(S(=O)(=O)N3CCOCC3)c2)s1,-9,-3,2.2,-1.4,-1,-5,14,1,-0.9
Clc1cc(-c2ccc(/C=N/n3cnnc3)o2)ccc1Br,2,0,-2.4,-1.8,-55,-4,19,-2,0.4
CCCCCc1c(O)nc(SCCN(C)C)[nH]c1=O,-1,2,0.5,1.0,11,-1,9,2,-5.9
CCn1nc(NS(=O)(=O)c2ccccc2)c2cc3cc(C)ccc3nc21,-3,-9,-1.0,1.0,7,-5,-5,-5,-1.6
Cc1nn(C)c(C(=O)NC2C3CC4CC(C3)CC2C4)c1Cl (stereo not given),-4,0,0.8,0.0,-1,1,4,-2,.
CC1C[C@@]2(NC(=O)NC2=O)C(C)CN1C (stereo not given in full),-2,7,-0.3,-1.1,4,-2,10,0,-1.1
CC1CC(C)CN(c2nc(NCc3ccco3)nc(N)c2[N+](=O)[O-])C1 (stereo not given),4,-5,1.3,-3.7,6,-2,4,-4,.
O=C(OCc1nnc(-c2ccccc2)o1)c1cc(F)c(F)cc1Cl,-5,3,0.8,-2.4,-2,2,-5,-5,.
Cc1ccc(C(=O)Nc2ccccc2-c2ccccc2)o1,-8,-2,-0.9,-1.2,9,-7,4,3,1.8
N=C1C(c2ccccc2)=C(O)CN1CCCO,-2,8,1.5,-1.9,3,0,0,3,-2.4
CCOC(=O)C1CCCN(C(=O)c2cc(C#N)cs2)CC1 (stereo not given),-4,.,.,-1.7,.,-4,8,2,-0.8
Cc1ccc(NC(=O)CN2C(=O)c3ccccc3C2=O)c(C)c1,-5,-1,-1.0,-1.6,11,.,16,-2,-0.5
Cn1cc(SCC(=O)Nc2nccs2)c2ccccc21,0,6,-0.7,-0.2,16,-11,-3,0,-2.4
CCn1c(SCC(=O)NC2CCCCC2)nnc1C(CO)NC(=O)c1ccccc1 (stereo not given),7,6,-0.5,0.0,3,-12,4,-1,0.6
C#CC(=O)N(c1cccc(OC)c1)C(C(=O)NC1CCCC1)c1cccs1 (stereo not given),14,-2,-0.1,-10,3,-6,-4,-1,-0.8
O=C(CN(C(=O)C1CSC(=O)C1)c1cccc(F)c1)NC1CCCC1 (stereo not given),-5,1,0.9,0.3,-3,-4,0,1,-0.2
CS(=O)(=O)N(CC(=O)NC1CCCC1)C1CCCCC1,4,2,-0.2,-4.5,0,-3,-2,-5,.
COc1ccc(CCNC(=O)c2n[nH]c3ccccc23)cc1,1,-1,-0.5,4.9,2,-1,0,6,-0.4
Cc1ccc(S(=O)(=O)Nc2ccccc2C(=O)Nc2sccc2C(=O)NN(C)C)cc1,-5,2,-2.3,-6.8,4,4,22,3,-1.0
Cc1nn(S(=O)(=O)c2cccc([N+](=O)[O-])c2)c(C)c1Br,10,0,-2.1,-1.6,5,-2,-2,-2,-0.6
COc1cccc(C(=O)N(CN2CCCC2=O)c2cc(C)on2)c1,-3,0,2.6,1.3,0,-1,6,-2,-2.8
COC(=O)CCCC1=CC2=C(c3ccccc3)C(=O)C(C)(OC(=O)C3CCCC3)C(=O)C2=CN1C1CC1 (stereo not given),-3,-17,-1.1,0.7,-12,4,3,0,3.4
CC(C)(C)n1nc2c(c1NC(=O)c1ccccc1S(=O)(=O)C(F)F)CS(=O)(=O)C2,-6,-15,-2.8,0.3,-13,10,3,-1,-1.6
O=C1CC(NNc2nc3ccccc3s2)C(=O)N1c1ccccc1 (stereo not given),-5,1,-1.4,-0.9,3,-13,2,-1,-2.0
O=C(NCCS(=O)(=O)NC1CCCCC1)c1ccc2c(c1)OCO2,2,4,0.9,-3.2,0,4,1,-1,0.7

# More records.
SMILES,PrPC TRFRET,Rv3671c protease,UGM FP inh,FadD28 FP inh,MazEF act,BoNT-F LC inh,GDH-TPI counter,Mtb FBA inh,Mtb BioA inh
COc1ccc(CCNc2cc(C)[nH]c(=O)c2)cc1OC,0,7,-1.7,-3.2,2,-7,4,6,1.4
Cc1ccc(-c2c[n+](CC(=O)N3c4ccccc4Sc4ccccc43)c3n2CCC3)cc1,1,2,0.2,-2.4,30,1,3,2,.
CC(OC(=O)Cc1n[nH]c(=O)c2ccccc12)C(=O)Nc1ccc(S(N)(=O)=O)cc1 (stereo not given),3,.,.,-2.9,5,.,5,1,.
O=C(COc1nc2ccccc2nc1N1CCOCC1)Nc1cccc(S(=O)(=O)N2CCCCC2)c1,-2,-23,-0.2,-2.4,-13,3,26,-1,6.8
Cc1nn(CC(=O)Nc2ccc3c(c2)nc(CN2CCCC2)n3C)c(=O)c2ccccc12,-8,8,-1.1,0.1,1,-2,1,5,-0.5
COc1ccc(NC(=O)N/C=C/c2ccccc2)cc1,13,-2,-1.0,-3.5,-12,-2,-4,-5,.
CC1CC2=C(NC(=S)NC2c2ccccc2F)/C(=C/c2ccccc2F)C1 (stereo not given),-5,10,0.3,-2.1,0,1,3,4,.
Nc1nc(SCC(=O)Nc2ccc(F)cc2)[nH]c(=O)c1NC(=O)c1ccc(F)c(F)c1,0,-23,-0.6,-1.7,4,7,14,3,-0.6
N=C1C(=O)OCC1c1ccccc1NC(=O)CN1CCCCC1 (stereo not given),.,-4,0.8,-3.3,3,-7,-2,1,.
O=C(C1CC1)N1CCN(S(=O)(=O)c2ccc3c(c2)OCCO3)CC1,4,10,-2.0,0.2,6,4,4,8,-1.9
CCOC(=O)c1sc2ncn(/N=C/c3cccnc3)c(=O)c2c1C,-6,6,4.2,-2.7,3,.,14,0,3.4
CCCNC(=O)Cn1cnc2sc(C(=O)N3CCC4(CC3)OCCO4)c(C)c2c1=O,0,3,-1.0,-1.0,9,11,5,0,-2.6
COC(=O)c1c(-c2ccc(OC)cc2)oc2ccccc12,-1,-16,0.9,-2.2,-4,-6,18,134*,-0.7
O=[N+]([O-])c1ccc(Oc2ccc(F)cc2Br)c2ccncc12,-11,-3,-3.6,-0.7,-1,-8,6,1,.
COc1ccc(NC(=O)CCCNC(=O)c2ccc(Cl)cc2)cc1S(=O)(=O)N1CCCCC1,8,.,.,0.6,4,2,3,2,-1.0
CCCCN(CC)CCCNC(=O)c1ccc2c(c1)N(CC)C(=O)c1ccccc1S2(=O)=O,-1,-8,-2.0,-2.1,-2,-16,0,3,-0.7
Cc1noc(C)c1CSCC(=O)Nc1ccccc1N1CCCCC1,.,5,-2.3,-1.7,.,?,-5,1,1.7
C/C(=N\NC(=O)c1sccc1-n1cccc1)c1cccs1,-11,4,-1.8,-0.8,7,0,12,-4,.
COCC(=O)Nc1cc(C(=O)NCCc2ccccc2)ccc1Cl,7,-6,.,-1.1,1,12,-1,3,-1.0
CS(=O)(=O)c1ccccc1-c1nnc(NC(=O)COc2ccc(Cl)cc2)o1,4,14,.,-4.3,-2,.,4,4,-0.6
COc1ccc(Cl)cc1N(CC(=O)N1CCC(C)CC1)S(C)(=O)=O,-1,4,-1.9,1.5,2,-3,5,4,-0.5

# 4 records drawn at random from those above:
SMILES,PrPC TRFRET,Rv3671c protease,UGM FP inh,FadD28 FP inh,MazEF act,BoNT-F LC inh,GDH-TPI counter,Mtb FBA inh,Mtb BioA inh
CCCCN(CC)CCCNC(=O)c1ccc2c(c1)N(CC)C(=O)c1ccccc1S2(=O)=O,-1,-8,-2.0,-2.1,-2,-16,0,3,-0.7
O=[N+]([O-])c1ccc(Oc2ccc(F)cc2Br)c2ccncc12,-11,-3,-3.6,-0.7,-1,-8,6,1,.
CC1CC2=C(NC(=S)NC2c2ccccc2F)/C(=C/c2ccccc2F)C1 (stereo not given),-5,10,0.3,-2.1,0,1,3,4,.
COc1ccc(Cl)cc1N(CC(=O)N1CCC(C)CC1)S(C)(=O)=O,-1,4,-1.9,1.5,2,-3,5,4,-0.5

# Compounds as they come; overall some 4.8% were active at least once.
